Compound activity (PubChem BioAssay)
Akt phos inh: Akt phosphorylation inhibition | 0.32% of 360,000 active | AID 651550 | activity change, % for hits at 50 µM | Neuro2A IGF-stimulated pAkt S473 HTRF, 20 min; active compounds read low; in the data active = activity change below about -80%; inconclusive = mostly about -51% to -80%; also: % is scaled to controls: 0 for no effect and ±100 for the full control effect
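Neuro2A cells in DMEM with 0.5% FBS, overnight at 37 deg C, given compound at single 50 µM final, then IGF (6 nM final) for 20 min at 37 deg C. Lysed; phospho-Akt Ser473 by HTRF after 24 h, 665/615 ratio.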
TGFb SMAD3 inh: TGF-b pathway inhibition. 1.2% of 410,000 active. AID 588855. Potency, µM (doses to about 46.1 µM), inactives show top-dose activity, negative = inhibition, hits mostly inhibitors. HepG2 CAGA-GFP TGF-b/SMAD3 reporter, GFP fluorescence, 18 h; TGF-beta stimulated, 500 pg/mL final; also: potency is read from the fitted curve at half-maximal effect; % is scaled to controls: 0 for no effect and ±100 for the full control effect; nearly all actives have a fitted effect of over 65% in size
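Using HEPG2 CAGA-GFP reporter cells at 1000 cells/well, we pinned test compounds, stimulated with recombinant TGF-beta (500 pg/mL final) and measured total well GFP after 18 h.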
Mm-Cpn inhibitor: inhibitors of Methanococcus maripaludis chaperonin (MmCpn) | purified Mm-Cpn ATPase, ADP Transcreener TR-FRET | Potency, µM (highest dose often 76.9 µM), inactives show at the top dose activity, negative = inhibition, usual class: inhibitors | 0.031% of 330,000 active | AID 504842; also: potency is read from the fitted curve at half-maximal effect; % is scaled to controls: 0 for no effect and ±100 for the full control effect; nearly all actives have a fitted effect of over 80% in size
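Purified archaeal Mm-CPN (25nM final) preincubated 10 min at 37degC with compound, then 10uM ATP for 30 min at 37degC; ADP measured by HTRF Transcreener TR-FRET; buffer 30 mM TRIS pH 7.4, 100mM KCl, 5mM MgCl2, 1mM DTT.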
EPAC2 agonist: agonists of human EPAC2 (RAPGEF4). Q8WZA2. EPAC2 activation, biochemical qHTS; response scale: 100% = 6.5 mM cAMP response. Potency, µM (titrated, usually from 154 µM), inactives show at the highest dose activation, hits mostly activators. 0.079% of 360,000 active. AID 720711; also: potency is read from the fitted curve at half-maximal effect; nearly all actives have a fitted effect of over 50% in size
Target sequence (Q8WZA2 whole entry, looked up): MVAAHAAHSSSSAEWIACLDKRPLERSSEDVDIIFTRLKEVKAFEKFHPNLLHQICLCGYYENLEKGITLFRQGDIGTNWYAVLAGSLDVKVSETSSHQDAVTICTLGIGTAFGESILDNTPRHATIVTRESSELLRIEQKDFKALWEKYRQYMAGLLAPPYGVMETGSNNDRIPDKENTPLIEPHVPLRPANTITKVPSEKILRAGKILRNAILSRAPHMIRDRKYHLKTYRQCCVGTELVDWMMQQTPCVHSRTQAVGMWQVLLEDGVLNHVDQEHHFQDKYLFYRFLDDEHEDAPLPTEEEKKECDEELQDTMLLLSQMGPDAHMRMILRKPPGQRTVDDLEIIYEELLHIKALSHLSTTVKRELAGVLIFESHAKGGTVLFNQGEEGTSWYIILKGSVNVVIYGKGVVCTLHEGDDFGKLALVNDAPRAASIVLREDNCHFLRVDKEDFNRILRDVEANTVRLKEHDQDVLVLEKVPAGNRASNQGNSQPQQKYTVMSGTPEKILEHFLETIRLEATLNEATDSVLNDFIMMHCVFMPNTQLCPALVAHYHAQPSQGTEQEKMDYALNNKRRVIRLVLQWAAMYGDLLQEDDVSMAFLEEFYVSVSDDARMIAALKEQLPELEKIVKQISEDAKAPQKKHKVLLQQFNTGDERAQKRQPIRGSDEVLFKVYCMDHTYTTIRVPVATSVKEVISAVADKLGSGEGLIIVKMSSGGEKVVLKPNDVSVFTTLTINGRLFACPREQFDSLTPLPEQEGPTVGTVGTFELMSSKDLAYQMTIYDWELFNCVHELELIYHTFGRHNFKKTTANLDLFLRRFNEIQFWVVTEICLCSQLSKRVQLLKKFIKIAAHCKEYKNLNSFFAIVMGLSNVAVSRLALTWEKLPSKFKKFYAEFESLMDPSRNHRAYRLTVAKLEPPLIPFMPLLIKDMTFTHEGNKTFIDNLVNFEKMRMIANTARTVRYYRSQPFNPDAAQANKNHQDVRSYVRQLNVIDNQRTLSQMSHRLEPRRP
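EPAC2 (100 nM) mixed with Rap1B loaded with BODIPY-GDP (250 nM) plus 50 uM unlabeled GDP; compounds pinned in, 5 min RT, then read every 5 min for 30 min (ex 480, em 540 nm). Normalized to cAMP control.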
CCT modulator: changes cytosolic chaperonin activity; purified chaperonin ATPase assay, HTRF ADP detection, 30 min; activity change, % (test concentration not listed), hits read low; 0.3% of 360,000 active; AID 651819; in the data active = activity change below about -30%; also: % is scaled to controls: 0 for no effect and ±100 for the full control effect
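ATPase activity: ADP formed was measured by HTRF Transcreener (665/615 nm ratio) after 30 min at 37 deg C with 10 uM ATP. Compounds screened at one 76 uM concentration against 40 or 20 nM TRiC in Tris pH 7.4/KCl/MgCl2/DTT buffer.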
Nrf2 ARE act: activates Nrf2 signaling | AREc32 ARE-luciferase reporter (MCF7-derived line), luminescence, 24 h | Potency, µM (titrated, usually from 46.1 µM), for the others: at the highest dose activation, most hits filed as activators | 0.31% of 410,000 active; also: potency is read from the fitted curve at half-maximal effect; % of control where 0% means no effect; nearly all actives have a fitted effect of over 65% in size
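Luminescent ARE reporter assay in AREc32_Fluc cells: overnight plating at 37 deg C, 24 hr compound incubation, Steady-Glo added, 30 min RT before reading.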
Nrf2 block: Nrf2 pathway inhibition; AID 504444; A549 ARE-Fluc reporter, luciferase luminescence, 18-24 h; Potency, µM (titrated, usually from 46 µM), inactives show at the highest dose activity change, negative = inhibition, most hits filed as inhibitors; 2.1% of 360,000 active; also: potency is read from the fitted curve at half-maximal effect; % is scaled to controls: 0 for no effect and ±100 for the full control effect; nearly all actives have a fitted effect of over 60% in size
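Nrf2 function is reported as luminescence of an ARE-controlled luciferase in A549 cells. Compounds were tested at several concentrations, and a CellTiter-Fluor read on the same wells flagged cytotoxicity.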
A549 tox: kills or reduces viability of A549 cells in Nrf2 counter-screen | 0.16% of 390,000 active | Potency, µM (top dose mostly 46 µM), without a hit: top-dose activity change, negative = cytotoxicity, hits mostly inhibitors | A549 ARE-Fluc cells, CellTiter-Fluor viability, 18-24 h; also: potency is read from the fitted curve at half-maximal effect; % is scaled to controls: 0 for no effect and ±100 for the full control effect
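A549 ARE-Fluc cells in 5% FBS OPTI-MEM, 5000 cells/well, rested 2 h then exposed to compounds in concentration-response for 18-24 h at 37 °C. Viability by CellTiter-Fluor fluorescence (Ex 405/Em 525) after 30 min; luciferase luminescence (BugLite, 15 min, RT) read afterwards.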
EPAC2 antag: blocks human EPAC2 exchange factor; EPAC2 GEF exchange of Rap1B-BODIPY-GDP, fluorescence; 0.18% of 360,000 active; Potency, µM (series often up to 114 µM), for inactives: at the top dose activity, negative = inhibition, usual class: inhibitors; Q8WZA2; AID 720708; also: potency is read from the fitted curve at half-maximal effect; % is scaled to controls: 0 for no effect and ±100 for the full control effect; nearly all actives have a fitted effect of over 45% in size; many of its hits are not listed in these tables
Starred values were filed as active, the others as inactive; i = inactive; ? = inconclusive; . = no result given; [ ] = remark or other dose. Unless noted, calls follow the shape of the dose curve; as a rule, active = well fitted curve in the direction sought with a large enough effect; inconclusive = small, poorly fitted or top-dose-only effect, or another doubt; inactive = no such curve, though single readings can be large; an effect the other way counts as inactive or inconclusive. Some of the compounds tested; count on the stated rates, not on these rows.

SMILES	Akt phos inh	TGFb SMAD3 inh	Mm-Cpn inhibitor	EPAC2 agonist	CCT modulator	Nrf2 ARE act	Nrf2 block	A549 tox	EPAC2 antag
COCc1cccc(-c2csc(C(C)(O)c3cccc(OC)c3)n2)c1 (stereo not given)	i	6%	.	17%	0.5	-0.1%	.	.	-16%
CCCCn1nnnc1SCC(=O)Nc1cccc(C)c1	i	6%	1%	-1%	2.0	0.1%	6%	5%	0%
CCOC(=O)c1c(NC(=O)C(F)(OC)C(F)(F)F)sc(C(=O)N2CCCCC2)c1C (stereo not given)	i	0%	-1%	-1%	-1.2	-0.2%	-4%	-11%	-8%
CCCNC(=O)c1ccc2c(c1)N=C(C)c1c(C)ccc(C)c1S2	.	?	.	.	.	-0.2%	?	-16%	.
Cc1ccc(S(=O)(=O)NCC(=O)N(CC(=O)NCc2ccco2)Cc2ccc3c(c2)OCO3)cc1	i	4%	2%	3%	-0.1	-1.1%	.	19%	15%
C=CCN1C=CC(=O)[C@@H](OC(=O)Nc2ccc(Br)cc2)[C@H]1c1ccccc1Br	i	?	.	9%	1.1	0.8%	?	12%	-10%
COc1ccccc1CNC(=O)C(C)n1c(=O)cc(-c2ccccc2)c2c(C)nn(C)c21 (stereo not given)	.	?	.	.	.	7.0%	-24%	-1%	.
O=C1NC(=O)/C(=C\c2ccccc2OCc2ccc([N+](=O)[O-])cc2)N1	i	-25%	3%	3%	-2.2	2.1%	?	-2%	0%
Cc1cnc(NC(=O)CSc2nnc(-c3ccncc3)n2C2CCCCC2)s1	i	?	1%	-2%	1.2	-0.6%	3%	-13%	13%
COc1ccc(CNc2nc(SC)n[nH]2)cc1OC	i	1%	-2%	4%	-1.0	-0.4%	.	1%	8%
CCOC(=O)c1c2n(c3ccc(O)cc13)CCCCC2	i	5%	-3%	5%	-2.9	0.0%	-26%	-13%	-8%
O=C(CON=C1c2ccccc2-c2ccccc21)NC12CC3CC(CC(C3)C1)C2	i	?	3%	5%	3.2	-0.3%	-17%	2%	11%
COc1ccc(OC)c(NC(=O)CN(Cc2ccc(Cl)cc2)S(C)(=O)=O)c1	i	6%	0%	8%	-2.3	0.7%	-8%	2%	-11%
C[C@@H]1CN([C@H](C)CO)C(=O)CCCn2nncc2CO[C@@H]1CN(C)S(=O)(=O)c1cccc(F)c1	i	11%	.	11%	-0.2	-0.9%	.	.	-11%
COc1cc(C(=O)NNC(=O)c2ccc3c(c2)OCCO3)cc(OC)c1OC	i	8%	2%	-1%	-0.1	0.1%	4%	1%	7%
COc1ccc(C(=O)Oc2ccc(C)cc2)cc1S(=O)(=O)N1CCOCC1	i	-8%	.	1%	-0.7	-0.8%	.	.	-28%
CCc1ccccc1NC(=O)CNC(=O)CSC(=S)N1CCCC1	i	0%	-2%	7%	-0.6	0.0%	-3%	-2%	2%
CCOc1ccc(-c2n[nH]c(=S)n2/N=C/c2cc3c(cc2[N+](=O)[O-])OCO3)cc1	i	-17%	0%	3%	-0.6	2.9%	34%	7%	16%
COc1ccccc1C1CN(c2ccccc2)N=C1c1cccs1 (stereo not given)	i	2%	-5%	8%	-1.2	12%	-9%	?	-1%
Cc1cc(C)nc(NC(=O)c2cc(Br)ccc2Cl)n1	i	-5%	-1%	-2%	-3.2	2.1%	4%	-3%	-6%
Cc1cc(N2CCN(S(=O)(=O)c3ccc4c(c3)OCCO4)CC2)n2ncnc2n1	i	1%	.	10%	-0.5	1.5%	?	-1%	-1%
COC(=O)c1cc(NC(=O)Nc2ccccc2)ccc1Cl	i	0%	-3%	-13%	0.5	0.4%	0%	-12%	12%
O=C(CSc1ncn[nH]1)NCCc1ccc(Cl)cc1	i	-16%	-9%	19%	-2.2	0.5%	?	9%	-5%
CC(=O)n1cc([C@H]2C=C(C(=O)N3CCN(Cc4ccc5c(c4)OCO5)CC3)O[C@@H](OCc3ccc(CO)cc3)C2)c2ccccc21	i	-1%	.	13%	-14	4.1%	?	-3%	3%
Cc1cccc(-n2c(SCC(N)=O)nnc2-c2ccccn2)c1C	i	1%	-1%	-6%	1.3	-0.8%	7%	1%	-4%

(list continues)
SMILES	Akt phos inh	TGFb SMAD3 inh	Mm-Cpn inhibitor	EPAC2 agonist	CCT modulator	Nrf2 ARE act	Nrf2 block	A549 tox	EPAC2 antag
O=C(CN1C(=O)NC2(CCCC2)C1=O)Nc1nc2ccccc2s1	i	2%	-3%	9%	-0.2	10%	?	-4%	0%
COc1ccc([C@H]2C[C@H](O)[C@@H](n3cc(C4CC4)nn3)CN2Cc2cccs2)cc1	i	11%	.	12%	0.6	3.3%	.	.	-3%
CN(Cc1ccccc1)C(=O)c1ccc2sc([C@@H]3O[C@H](CO)[C@H](O)[C@H](O)[C@H]3O)nc2c1	i	17%	.	2%	0.3	-0.5%[9.22 µM]	.	.	-3%
COC(=O)c1ccc(S(=O)(=O)c2ccccc2)c(N)c1	i	-8%	-1%	9%	-0.8	-0.2%	-24%	-2%	-3%
COc1ccc(OC)c(S(=O)(=O)N2CCC(C(=O)N3CCN(Cc4ccccc4)CC3)CC2)c1	.	8%	1%	-47%[inhibitor][15.6 µM]	0.4	4.5%	-3%	-1%	-3%
COc1ccc(S(=O)(=O)CCC(=O)N2c3ccccc3CC2C)cc1 (stereo not given)	i	26%	1%	-4%	-2.0	0.3%	.	1%	14%
Cc1[nH]n(-c2cccc([N+](=O)[O-])c2)c(=O)c1-c1ccccc1	i	?	-1%	-3%	0.9	18%	10%	-8%	-17%
CN(CC(=O)N1CCN(Cc2ccccc2)CC1)S(=O)(=O)c1ccc(F)cc1	i	4%	-2%	20%	-0.3	3.6%	3%	4%	1%
Cc1onc(-c2ccccc2Cl)c1C(=O)Nc1ccc(Cl)cn1	i	-18%	1%	14%	-2.5	3.7%	12%	15%	-20%
CCCCNC(=O)[C@H]1C[C@H]1[C@@H](O)[C@H](CO)NC(=O)[C@H](Cc1ccccc1)NC(=O)OC(C)(C)C	i	-31%	0%	7%	-1.9	-1.2%	-12%	-1%	3%
CCC(=O)N1CCc2nc(-c3ccccc3)sc2C1	i	3%	-1%	0%	-0.6	4.5%	24%	3%	-17%
O=C(CN(c1ccc(Cl)c(C(F)(F)F)c1)S(=O)(=O)c1ccccc1)N/N=C/c1cccc2c1OCCO2	i	?	3%	-1%	-5.4	8.2%	-20%	-6%	-12%
O=C(CCC1N=C2c3ccccc3N=C(SCc3ccc(F)cc3)N2C1=O)NCc1ccco1 (stereo not given)	i	2%	-7%	9%	-0.6	0.2%	-19%	-1%	-4%
O=C(CCNS(=O)(=O)c1c(Cl)cccc1Cl)OCC(=O)c1ccccc1	i	7%	-1%	6%	0.7	0.3%	-4%	0%	7%
CC(=O)N1N=C(c2cccnc2)OC1c1ccc(C(C)C)cc1 (stereo not given)	i	15%	-21%	1%	-2.2	-0.4%	-17%	-13%	-15%
COc1ccc2c(c1)C1CC(C)(NC(=O)C1C(=O)c1ccccc1)O2 (stereo not given)	i	1%	2%	1%	-5.8	-0.6%	14%	-6%	16%
CCOC(=O)c1c(O)c2ccccc2oc1=O	i	1%	1%	1%	1.6	-0.1%	1%	2%	11%
O=C(NC1CCCC1)C(c1ccccc1F)N(C(=O)c1csnn1)C1CC1 (stereo not given)	i	-1%	1%	12%	-1.9	0.0%	0%	-5%	2%
O=C(c1cccnc1)N1N=C(C2CC2)CC1(O)C(F)(F)F (stereo not given)	i	-1%	-6%	8%	-1.7	-0.4%	-6%	2%	4%
CN1CCN(c2ncnc3c2ncn3[C@H]2CN(Cc3ccc(C(=O)O)cc3)C[C@@H](CO)O2)CC1	i	-3%	.	1%	0.9	-0.1%	.	.	-2%
Cn1cc(Br)c(-c2cccc(NC(=O)CC(C)(C)CC(=O)O)c2)n1	i	6%	0%	7%	-1.1	0.3%	-16%	2%	1%
COc1ccc(N2CCN(C(=O)c3ccccc3NS(=O)(=O)c3ccccc3)CC2)cc1	i	6%	2%	11%	-3.8	4.8%	11%	0%	1%
COc1ccccc1NC(=O)C1=C(C)Nc2nc(CCCO)nn2C1c1cccc(O)c1 (stereo not given)	.	-8%	.	.	.	0.1%	15%	-5%	.
CCCn1c(=O)c(C(=O)NCCc2ccccc2)c(O)c2ccccc21	i	8%	-5%	3%	0.9	0.3%	-18%	2%	12%
O=C(O)/C=C/C(=O)Nc1ccc(SC(F)(F)C(F)(F)C(F)(F)F)cc1	i	2%	-29%	-14%	-0.8	?	?	-4%	?
Cc1cc(C)nc(NC(=O)c2ccc(Cl)cc2[N+](=O)[O-])c1	i	-2%	1%	-9%	2.1	0.2%	-8%	0%	0%
COCCCNC(=O)CCCOc1ccccc1	i	0%	1%	1%	-0.2	-0.9%	-13%	-1%	2%
CCOC(=O)C[C@H]1c2ccccc2S(=O)(=O)N1Cc1ccc(Cl)cc1	i	?	.	4%	-7.3	0.2%	?	-1%	-17%
COc1ccc(NS(=O)(=O)c2ccc(C)c(C(=O)N3CCN(Cc4cc(OC)ccc4OC)CC3)c2)cc1	i	2%	.	5%	0.0	-0.5%	-21%	-5%	-6%

Only Mm-Cpn inhibitor and Nrf2 ARE act, for some of the entries so far:
Structure	Mm-Cpn inhibitor	Nrf2 ARE act
O=C(c1cccnc1)N1N=C(C2CC2)CC1(O)C(F)(F)F (stereo not given)	-6%	-0.4%
CN1CCN(c2ncnc3c2ncn3[C@H]2CN(Cc3ccc(C(=O)O)cc3)C[C@@H](CO)O2)CC1	.	-0.1%
Cn1cc(Br)c(-c2cccc(NC(=O)CC(C)(C)CC(=O)O)c2)n1	0%	0.3%
